MOR-DOR ag – OPRM1-OPRD1 heterodimerization agonism | P35372+P41143 | cells, luminescence | hit rate 0.3% among 340,000 | activation, % at 9.3 µM; in the data active = activation above about 18%;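 also: 0% = vehicle-treated cells and 100% = reference agonist; values of inactives mirror those of a sister screen read the other way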
Keap1-Nrf2 PPI – disrupts human Keap1 binding to Nrf2 peptide. Q14145. hit rate 0.15% among 340,000. AID 504523. Keap1 Kelch-Nrf2 peptide fluorescence polarization, 1536-well. inhibition, % at 9.4 µM; in the data active = inhibition above about 12%; inconclusive = no clear call, values can overlap the other calls; inactive = below about 7.3%;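 also: human Keap1 Kelch domain with fluorescein labeled Nrf2 9mer peptide probe; 0% = neutral control wells and 100% = peptide positive control; higher means more block of Keap1 binding to Nrf2 peptide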
Target sequence (Q14145 whole entry, looked up, the tested form may be a part): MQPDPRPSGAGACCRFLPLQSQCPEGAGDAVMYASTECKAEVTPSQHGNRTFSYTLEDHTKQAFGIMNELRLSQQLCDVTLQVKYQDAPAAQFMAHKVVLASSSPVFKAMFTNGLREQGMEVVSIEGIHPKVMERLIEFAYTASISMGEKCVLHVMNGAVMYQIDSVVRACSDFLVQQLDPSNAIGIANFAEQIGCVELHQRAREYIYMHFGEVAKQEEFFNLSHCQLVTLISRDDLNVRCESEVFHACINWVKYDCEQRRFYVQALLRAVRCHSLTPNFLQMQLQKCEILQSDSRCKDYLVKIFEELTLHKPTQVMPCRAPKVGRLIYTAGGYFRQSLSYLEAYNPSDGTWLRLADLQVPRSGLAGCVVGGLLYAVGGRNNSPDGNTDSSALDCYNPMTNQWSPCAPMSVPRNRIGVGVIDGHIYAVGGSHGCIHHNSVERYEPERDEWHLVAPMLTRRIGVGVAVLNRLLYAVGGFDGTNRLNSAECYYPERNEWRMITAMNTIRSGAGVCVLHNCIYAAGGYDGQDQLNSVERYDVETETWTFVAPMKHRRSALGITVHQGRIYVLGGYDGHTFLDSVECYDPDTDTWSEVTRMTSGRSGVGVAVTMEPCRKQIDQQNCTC
Arrestin-AP2 inh – inhibitors of human beta-arrestin and AP2 interaction; AID 504490; inhibition, % at 10 µM; hit rate 0.31% among 340,000; FITC-arrestin peptide / GST-AP2 beads, flow cytometry; AP2 beta2 appendage carries R879A mutation;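 active = inhibition above a set limit, near 3 SD of compounds lacking own fluorescence, cut at about 54% in these data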;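 also: plate controls were DMSO wells for no effect and 5 µM unlabelled arrestin peptide for full effect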
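System: GST-tagged AP2 beta2-adaptin appendage (R879A) on 4 µm glutathione beads / Reagent: FITC-arrestin peptide, 50 nM / Detection: HyperCyt-sampled flow cytometry, FL1 channel, ex 488/em 535 nm / Timing: 12 min plus 1 h, RT / Buffer or medium: PBS plus Tween 20 (0.05%) and BSA (0.1%)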
OPRM1-OPRD1 inv – inverse agonist of human OPRM1-OPRD1 heterodimerization; P35372+P41143; cell-based MOR-DOR heterodimer luminescence, inverse agonism; inhibition, % at 9.3 µM; hit rate 0.21% among 340,000; in the data active = inhibition above about 22%, passing the limit was not always enough;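 also: 0% = cells with DMSO and 100% = wells without cells with DMSO; values of inactives mirror those of a sister screen read the other way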
Cardiac RTF inh – cardiac RTF calcium desensitization. IANBD-labeled cardiac RTF, Ca2+ fluorescence. inhibition, % at 7.15 µM. hit rate 0.12% among 340,000;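 active = inhibition above the mean inhibition of all tested compounds plus 3 SD, cut at about 17% in these data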;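 also: assay run at fixed EC70 calcium of 1.6 mM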
Pemphigus Ab inh – human desmoglein-3 autoantibody binding inhibition; binding (percent of control), % at 10 µM; DSG3-coupled beads, scFv-anti-DSG3-GFP binding, flow cytometry; active compounds read low; hit rate 0.48% among 310,000; P32926; AID 588358;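 active = binding more than 3 SD below its plate's average and above zero; inconclusive = below that plate limit but binding exactly zero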;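 also: hits lower antibody fragment binding to DSG3; some compounds called inactive have numbers as strong as hits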
V-ATPase pH – yeast V-ATPase proton transport regulation by pHLuorin; S. cerevisiae, pHLuorin cytosolic pH fluorescence; response, % at 10 µM; hit rate 0.37% among 350,000; in the data active = response mostly above about 7.3%, no sharp cut-off; inactive = mostly below about 5.4%; also: actives read high; inactives centre near 0; some compounds called inactive have numbers as strong as hits; reference of the scale not given here
Wnt bcat act – activates Wnt/beta-catenin signaling in a reporter cell assay | hit rate 1.2% among 300,000 | activation, % at 9.35 µM | activator, plate reader; in the data active = activation above about 30%, passing the limit was not always enough; inconclusive = no clear call, values can overlap the other calls;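 also: 0% = neutral control wells and 100% = positive control wells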
C-LANA FP – blocks KSHV LANA C-terminal domain binding to DNA; MBP-C-LANA/FAM-LBS DNA binding, fluorescence polarization; inhibition, % at 9 µM; hit rate 0.078% among 340,000; AID 504423;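 active = highest replicate inhibition at or above 60% at 9 µM, even if other replicates fall short; inactive = all replicates below 60% inhibition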;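 also: 0% = neutral control wells and 100% = 4 µM acridine orange control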
cardiac RTF act – cardiac RTF calcium sensitization | P19429+P45379 | IANBD-labeled TnC RTF fluorescence at EC20 calcium; 0% EC20 calcium, 100% full calcium | activation, % at 7.2 µM | hit rate 0.24% among 340,000;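 active = activation above the mean over all tested compounds plus 3 SD, cut at about 30% in these data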;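 also: rise in fluorescence read as greater calcium sensitivity of cardiac thin filaments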
The depositor's hits bear a star; ? = inconclusive; · = not tested or not shown.

SMILES | MOR-DOR ag | Keap1-Nrf2 PPI | Arrestin-AP2 inh | OPRM1-OPRD1 inv | Cardiac RTF inh | Pemphigus Ab inh | V-ATPase pH | Wnt bcat act | C-LANA FP | cardiac RTF act
Cc1ccc(OCC(=O)N/N=C/c2cccc3cccnc23)cc1 | -1.2 | 1.3 | 19.4 | 8.2 | 3.4 | 103.4 | 0.7 | -1.8 | 0.6 | 1.0
CC(=O)N/C(=C\c1ccccc1)C(=O)NCC(=O)O | -1.5 | -2.9 | 2.4 | 8.0 | 1.5 | 111.7 | 0.5 | -3.4 | 2.0 | -4.5
CCC(=O)N=c1n(C)c2ccccc2n1CCOc1ccccc1 | -2.5 | -5.1 | 2.8 | 14.0 | 0.4 | 99.3 | -0.5 | 3.4 | 0.7 | 6.4
O=[N+]([O-])c1c(NCCO)cc(N2CCCCC2)c2nonc12 | -0.3 | -1.5 | 7.7 | 1.9 | -4.4 | 90.2 | -1.5 | -4.0 | 0.3 | -3.9
COc1ccccc1CNC(=O)C1CC2Cn3c(nc4cc5ccccc5cc43)C2N1C (stereo not drawn) | 0.0 | 0.9 | -2.5 | 0.2 | -11.4 | 120.3 | 0.2 | -1.6 | 0.0 | -2.3
COC(=O)[C@H](C)NC(=O)NC(C)CCc1ccccc1 (stereo partly drawn) | -1.3 | -2.7 | 2.1 | 6.9 | -5.7 | 107.5 | 2.1 | 0.8 | -0.4 | 0.3
CCOC(=O)N1CCN(C(=O)COc2cc(C)c(Cl)c(C)c2)CC1 | 0.2 | -2.3 | -10.0 | -0.9 | -11.5 | 105.9 | -2.0 | -2.0 | 0.0 | 4.5
Cc1onc(NC(=O)NC(=O)c2c(Cl)cccc2Cl)c1Br | 0.6 | -4.1 | -8.6 | -3.4 | -3.5 | 113.7 | -1.4 | 1.4 | -0.3 | -4.8
C=CCN1C=C(C(C)=O)C(=O)CC1 | -1.6 | -4.9 | 12.4 | 7.4 | 2.8 | 92.4 | -3.0 | -0.8 | 2.6 | 0.5
CC(=O)NC(C)C(=O)OCC(=O)Nc1ccc(Br)cc1 (stereo not drawn) | -3.6 | 2.8 | -3.3 | 18.1 | -4.2 | 104.3 | -0.5 | -3.1 | 11.7 | -4.9
CC(=O)c1c(C)[nH]c(C(=O)N2CCN(S(=O)(=O)c3ccc(F)c(F)c3)CC2)c1C | 0.0 | -4.5 | 29.1 | -0.2 | -2.0 | 97.7 | -0.7 | -1.7 | -5.0 | -4.2
COc1ccc(CCN(C)CCC(=O)Nc2ccc(C)cc2)cc1OC | -1.5 | -4.7 | -2.0 | 7.8 | -5.4 | 108.2 | -0.3 | -0.7 | -1.4 | 3.9
COCCN(C(=O)CSc1nc2ccccc2c(=O)n1C(C)COC)c1c(N)n(Cc2ccccc2)c(=O)[nH]c1=O (stereo not drawn) | -1.4 | 0.4 | 3.6 | 8.0 | 4.0 | 102.8 | -0.2 | -0.2 | -0.8 | 7.9
COc1ccc(CCN(C)C(=O)c2c(C)nn(CC(C)C)c2Cl)cc1OC | -3.1 | -0.1 | -14.7 | 16.2 | 0.5 | 100.8 | -2.1 | 0.0 | -1.1 | -0.1
CC(=O)c1sc(NC(=O)c2ccccc2)nc1-c1ccccc1 | -0.6 | -4.5 | -10.3 | 2.9 | -6.0 | 111.9 | -1.5 | 16.8 | -0.5 | 0.0
COc1cc(C(=O)NCc2nnc(SCC(=O)N3CCCCC3)o2)cc(OC)c1OC | -0.5 | -5.6 | -1.3 | 2.8 | -8.4 | 90.4 | 0.5 | -10.8 | -1.1 | -2.9
CC(=O)c1cccc(N2C(=O)C3C4CCC(C4=C(C)C)C3C2=O)c1 (stereo not drawn) | -1.0 | 0.7 | 28.0 | 5.9 | 3.6 | 99.5 | 1.6 | -6.8 | 0.6 | 4.4
Cc1ccc(C)c(NC(=O)CSc2nnc(-c3ccccc3)o2)c1 | 0.0 | 5.4 | 16.3 | 0.2 | -2.0 | 112.1 | 0.9 | -4.9 | -3.3 | 4.1
Cc1cc(C)c(NC(=O)Cn2nnc(C(=O)NCCc3ccccc3)c2N)c(C)c1 | 4.5 | -1.2 | 10.1 | -31.8 | -5.7 | · | -1.4 | · | 0.3 | -2.6
O=C(COc1ccc(Cl)cc1Cl)Nc1ccc(CN2CCOCC2)cc1 | -1.1 | 2.9 | -3.7 | 5.7 | -3.9 | 104.2 | -3.6 | -1.6 | -0.3 | -5.5
CC1OC2C(OC1C)N(S(C)(=O)=O)CCN2S(C)(=O)=O (stereo not drawn) | -0.8 | -5.3 | -3.0 | 4.0 | 2.0 | 101.7 | -1.5 | -2.5 | 1.8 | 1.2
CC(C)Oc1ccc(C(=O)NCc2ccco2)cc1 | -1.3 | -4.0 | -0.2 | 5.5 | -9.7 | 97.5 | 0.2 | · | 0.0 | -4.0
CC(=O)Nc1ccc(NC(=O)COC(=O)C2(c3ccc(Cl)cc3)CCCC2)cc1 | 0.0 | 0.6 | -6.4 | 0.1 | 2.6 | 94.8 | -2.5 | -6.1 | 1.5 | -6.7
Cc1ccccc1OCCC(=O)NCCc1ccc(S(N)(=O)=O)cc1 | -0.7 | -3.3 | 19.0 | 3.8 | 5.7 | 127.2 | 2.0 | -2.1 | 2.2 | -0.5
CC(=O)C1=C(C)Nc2ncnn2C1c1cccc(OCc2ccccc2)c1 (stereo not drawn) | 0.0 | -6.2 | 10.2 | -0.1 | -7.3 | 99.4 | -0.4 | -0.5 | -4.5 | -0.5
CCCCc1nnc(NC(=O)c2ccc3[nH]c(=O)c(=O)[nH]c3c2)s1 | 2.6 | -1.7 | 2.8 | -14.2 | -1.0 | 92.4 | -8.2 | 1.7 | 0.9 | -1.9
COc1ccc(CN(C)C(=O)CCN(c2ccccc2)S(=O)(=O)c2ccc(C)cc2)c(OC)c1 | -1.1 | -4.0 | -20.1 | 5.8 | 6.5 | 124.7 | -3.5 | -2.8 | -0.3 | -1.9
O=C(c1ccccc1)N1CCSc2sccc2C1=O | -2.0 | 0.7 | 10.3 | 10.3 | -9.7 | 102.7 | -0.1 | 20.3 | -0.3 | -1.3
O=C(COC(=O)c1ccc(Br)o1)NCc1ccc(Cl)cc1 | -1.2 | -2.5 | 7.9 | 6.0 | 6.2 | 95.1 | 2.8 | 0.4 | -0.3 | 0.4
Cc1ccc(S(=O)(=O)N2CCOCCOCCOCCOCCOCC2)cc1 | -2.5 | -5.5 | 0.3 | 12.7 | -4.6 | 95.0 | -5.9 | -1.0 | 0.0 | -6.2
COc1ccc(Nc2nc(N)nc(C(F)(F)F)n2)c(OC)c1 | -1.1 | -3.9 | 11.0 | 5.7 | -2.6 | 99.5 | -2.1 | 1.9 | -1.0 | -1.2
CCc1nn(CC(=O)NCCCN2CCN(C)CC2)c(=O)c2cc3occc3n12 | -3.5 | -4.1 | 34.2 | 17.7 | -7.6 | 103.9 | 0.2 | -0.9 | -0.4 | -5.1
O=C(O)CCCNC(=O)c1cncc(O)c1 | -2.9 | 0.4 | 4.6 | 14.4 | 4.5 | 99.3 | -1.5 | · | 2.8 | 0.9
CCCCCc1c(C)[nH]c2nc3ccccc3n2c1=O | 1.1 | -3.6 | 21.7 | -4.8 | 0.1 | 90.2 | -0.8 | 19.6 | 0.6 | -4.5
COc1ccccc1NC(=O)N(C1CCCC1)C1CCN(C(C)=O)CC1 | -0.4 | -1.8 | 2.3 | 2.3 | -5.5 | 97.2 | -1.6 | 0.7 | 0.6 | -1.5
CCN(Cc1nc(-c2ccccc2)no1)C(=O)c1ccoc1C | -1.6 | 2.9 | -0.6 | 8.8 | 0.2 | 106.8 | 1.1 | -1.7 | -0.2 | 1.6
Cc1ccn2c(C(=O)CSc3ccc(Cl)cc3Cl)c(C)nc2c1 | -0.4 | -6.8 | -7.6 | 1.8 | -14.8 | 109.2 | 1.8 | · | 2.1 | 4.1
COC(=O)c1sccc1-c1ccc(/C=N/OC(=O)c2cccs2)o1 | -0.5 | -0.9 | -1.8 | 2.5 | -8.6 | · | 4.5 | 14.6 | -0.3 | 3.9
CCSCc1nnc(SCC(=O)Nc2ccc(F)cc2)n1CC | -0.1 | -2.1 | -13.1 | 0.4 | -7.9 | 112.4 | -4.2 | 0.0 | 0.2 | -2.7
Cc1ccccc1-c1nnc(SCc2ccccc2)o1 | 5.8 | -4.2 | -1.4 | -29.8 | 3.2 | 100.8 | 0.4 | · | -0.7 | 4.0
O=C(CN1C(=O)NC2(CCOc3ccccc32)C1=O)Nc1ccc2c(c1)OCCO2 (stereo not drawn) | -3.0 | -9.2 | -3.8 | 16.9 | 4.2 | 102.3 | 0.2 | -4.5 | 0.8 | -1.9
C[n+]1ccn(CC(=O)c2cc(C(C)(C)C)c(O)c(C(C)(C)C)c2)c1 | -3.4 | 0.3 | 0.9 | 17.2 | -13.3 | 104.5 | -2.5 | -0.7 | -0.9 | 0.4
Cc1nc(OCc2ccccc2)c2sc3nc4c(cc3c2n1)COC(C)(C)C4 | -1.7 | -0.8 | 4.6 | 10.2 | -1.2 | 103.8 | 2.2 | ? | 1.1 | -2.0
Cc1ccc(NC(=O)NCCN2CCCCC2)cc1Cl | -0.2 | -5.1 | 11.6 | 0.8 | -15.9 | 107.0 | -3.7 | -0.7 | -1.8 | 3.0
Cc1noc(C)c1NC(=O)N(C)C[C@H]1Oc2c(NC(=O)Nc3ccc4c(c3)OCO4)cccc2C(=O)N([C@H](C)CO)C[C@@H]1C | -1.2 | -5.9 | 3.4 | 6.7 | -2.8 | 97.4 | 1.1 | 6.6 | 0.1 | 12.6
COc1ccc(Br)cc1C1Nc2cccc3cccc(c23)N1 | 2.3 | 3.6 | -2.5 | -11.6 | -0.1 | 119.6 | 2.6 | -4.3 | -5.2 | -1.1
Cc1ccc(C2C(N)C(=O)N2c2ccc(C)cc2)cc1 (stereo not drawn) | -1.9 | -5.9 | -15.4 | 8.8 | -1.9 | 95.7 | -2.5 | 1.5 | 1.1 | 2.0
COC(=O)c1ccccc1NC(=O)CN(C)S(=O)(=O)c1ccc(OC)cc1 | -1.8 | -2.9 | 0.2 | 9.9 | -0.5 | 105.8 | 1.5 | · | -0.7 | 2.0
O=C(O)c1cc(N2CCCCC2)ccn1 | -2.5 | -0.4 | -2.0 | 12.6 | -11.0 | 89.3 | 7.9 | 5.4 | 0.4 | 1.7
CC(C)(C)n1nnnc1C(c1ccc2ncccc2c1)N1CCC(O)CC1 (stereo not drawn) | 0.5 | -2.3 | 23.6 | -2.4 | -10.8 | 95.8 | -0.7 | -0.4 | 4.1 | 5.4
C[C@@]12CC(=O)NC1N(C(=O)c1cccc(C(F)(F)F)c1)C(c1ccccc1OC(=O)c1cccc(C(F)(F)F)c1)C2 (stereo partly drawn) | 6.8 | 2.0 | 13.2 | -36.4 | -8.6 | 64.1 | -0.1 | · | -0.8 | -0.5

Assay outcomes: PubChem, several laboratories
